Source: PubChem
uPA generation – blocks generation of uPA at the cell surface; cell surface uPA generation assay, qHTS; Potency, µM (titrated, usually from 38.3 µM), inactives show top-dose activity change, negative = inhibition, hits mostly inhibitors; hit rate 0.31% among 330,000; active means well fitted inhibition curve with a large enough effect; inconclusive means small, poorly fitted or top-dose-only effect; inactive means no such curve, though single readings can be large or run the other way; tested in mouse RAW 264.7 cells; further: potency means the concentration at half of the fitted maximal effect; on the % scale 0 is the no-effect control and ±100 the full control effect; nearly all actives have a fitted effect of over 55% in size
Giardia killer – Giardia lamblia killing. Giardia lamblia trophozoite viability. activity change, % at 7.66 µM, hits read low. hit rate 0.15% among 340,000; in the data active means activity change below about -80%; inconclusive means between about -30% and that limit;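 further: parasites exposed to compound for two days anaerobically before the ATP read; on the % scale 0 is the no-effect control and ±100 the full control effect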
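Viability, read as ATP luminescence: trophozoites at 100 cells/well, compound added, 48 hrs anaerobic at 37 deg C, then 15-30 min room-temperature development before reading.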
Coupling enz – counter-screen for Giardia aldolase inhibitors: coupling enzyme system | coupling enzyme system counterscreen, AmpLite Red fluorescence | activity change, negative = inhibition, % at 58.2 µM, hits read low | hit rate 0.67% among 290,000; in the data active means activity change below about -30%; further: on the % scale 0 is the no-effect control and ±100 the full control effect
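Activity here indicates interference with the coupling reaction, not aldolase inhibition. Compounds at 57.5 uM final met coupling enzymes for 10 min at RT; substrate and AmpLite Red detection followed, with a 525/598 nm fluorescence read after 20 min.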
NPC1 prom act – activates the NPC1 promoter | Huh7 NPC1 promoter luciferase reporter, 24 h | Potency, µM (titrated, usually from 9.22 µM), inactives show at the highest dose activation, most hits filed as activators | hit rate 2.4% among 320,000 | AID 485313;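 further: potency means the concentration at half of the fitted maximal effect; % of control where 0% means no effect; nearly all actives have a fitted effect of over 60% in size; reporter is driven by a mutant NPC1 promoter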
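Luciferase expression driven by the NPC1 promoter was measured in stably transfected Huh7 cells after a 24 h compound incubation, using a luciferase reagent and a luminescence read.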
KCNH2 3.1 inh – KCNH2 3.1 (human) potassium channel inhibition; hit rate 0.95% among 340,000; activity change, % (tested at about 1.8 µM); U2OS KCNH2 3.1, thallium flux FluxOr; active compounds read low;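 active means maximum activity change below -70%; inconclusive means maximum activity change from -70% to -50%; inactive means maximum activity change above -50%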;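 further: thallium influx rate constant from kinetic fluorescence after stimulation buffer; on the % scale 0 is the no-effect control and ±100 the full control effect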
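Thallium flux via FluxOr fluorescence (Red40 quencher, 45 min loading) in U2OS cells virally expressing the KCNH2 3.1 isoform (1.77 x 10^8 /mL virus, overnight at 37 C). Rate constants from 2-min kinetic reads post-stimulation, normalised to positive and negative controls.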
Rab9 promoter act – activates the Rab9 promoter | AID 485297 | hit rate 2.8% among 320,000 | Potency, µM (top dose mostly 9.22 µM), without a hit: at the top dose activation, negative = inhibition, usual class: activators | Huh7 Rab9 promoter-luciferase reporter, luminescence, 24 h; further: potency means the concentration at half of the fitted maximal effect; % of control where 0% means no effect; nearly all actives have a fitted effect of over 60% in size
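Luciferase signal after 10 min detection reagent at ambient indicates Rab9 promoter upregulation; stably transfected Huh7 cells were treated 24 h with compound in DMSO at 37 °C, 5% CO2.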
Gal4-VP16 FLuc – counter-screen for ROR gamma inhibitors: Gal4-VP16 reporter. Drosophila S2 Gal4-VP16 UAS-luciferase, luminescence, 20 h. Potency, µM (top dose mostly 53.6 µM), for inactives: top-dose activity, negative = inhibition, most hits filed as inhibitors. hit rate 3.5% among 310,000;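 further: Gal4-VP16 expression switched on by copper sulfate through the metallothionein promoter; potency means the concentration at half of the fitted maximal effect; on the % scale 0 is the no-effect control and ±100 the full control effect; nearly all actives have a fitted effect of over 50% in size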
FLuc counter – firefly luciferase modulation, counter-screen for miR-21 project. P08659. purified FLuc, Km substrates, luminescence inhibition. Potency, µM (highest dose often 57.5 µM), without a hit: at the top dose activity change, negative = inhibition, most hits filed as inhibitors. hit rate 6.9% among 360,000;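 further: potency means the concentration at half of the fitted maximal effect; plate controls were vehicle for no effect and reference inhibitor for full effect; nearly all actives have a fitted effect of over 55% in size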
Target sequence (P08659 whole entry, looked up): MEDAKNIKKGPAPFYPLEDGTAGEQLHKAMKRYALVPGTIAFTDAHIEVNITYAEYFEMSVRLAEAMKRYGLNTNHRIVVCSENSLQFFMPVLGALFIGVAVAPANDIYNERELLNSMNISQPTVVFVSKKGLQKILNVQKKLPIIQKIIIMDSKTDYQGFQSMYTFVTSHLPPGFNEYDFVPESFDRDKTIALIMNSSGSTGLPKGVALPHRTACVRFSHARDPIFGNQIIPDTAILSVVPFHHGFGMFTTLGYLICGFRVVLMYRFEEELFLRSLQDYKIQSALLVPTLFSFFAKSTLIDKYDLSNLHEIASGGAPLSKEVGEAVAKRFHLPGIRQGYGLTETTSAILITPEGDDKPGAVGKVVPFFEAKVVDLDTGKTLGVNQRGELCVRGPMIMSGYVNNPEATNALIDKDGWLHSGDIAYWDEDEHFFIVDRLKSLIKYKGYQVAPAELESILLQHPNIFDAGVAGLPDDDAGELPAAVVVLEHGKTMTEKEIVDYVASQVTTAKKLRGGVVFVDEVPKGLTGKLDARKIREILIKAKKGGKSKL
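Purified P. pyralis luciferase (10nM final) with 10uM D-luciferin and 10uM ATP (Km levels) in 50mM Tris acetate pH 7.5, 10mM Mg acetate, 0.01% Tween-20, 0.05% BSA; qHTS 6-point titration, ~60 µM downward; luminescence read.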
ELG1 genotox – inducers of genotoxicity in HEK293T ELG1-luciferase cells | HEK293T ELG1-luciferase reporter, luminescence, 16 h | Potency, µM (top dose mostly 46 µM), without a hit: at the top dose activity change, positive = activation, actives largely listed as activators | hit rate 1.3% among 330,000; further: potency means the concentration at half of the fitted maximal effect; % of control where 0% means no effect; nearly all actives have a fitted effect of over 60% in size
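ELG1-luciferase HEK293T cells, 2,000/well; compound pinned in; 16 hr, 37 °C, 5% CO2; ONE-Glo, 30 min RT; luminescence on CCD imager.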
RORg inh – blocks mouse ROR gamma transcriptional activity. P51450. Drosophila S2 Gal4-RORgamma UAS-luciferase reporter, 20 h. Potency, µM (doses to about 53.6 µM), for the others: top-dose activity change, negative = inhibition, usual class: inhibitors. hit rate 5.4% among 310,000; further: potency means the concentration at half of the fitted maximal effect; on the % scale 0 is the no-effect control and ±100 the full control effect; nearly all actives have a fitted effect of over 60% in size
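ROR gamma transcriptional activity was tracked as Gal4-UAS luciferase output in stably transfected Drosophila Schneider cells, with compound added 1 hr before 700 uM copper sulfate induction and a 20 hr ambient-temperature incubation.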
Tb PFK inh – inhibitors of T. brucei phosphofructokinase; T. brucei PFK, ADP-Glo luminescence; Potency, µM (top dose mostly 57.5 µM), without a hit: at the highest dose activity, negative = inhibition, most hits filed as inhibitors; hit rate 0.17% among 330,000; AID 485367;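 further: potency means the concentration at half of the fitted maximal effect; 0% = uninhibited 1x PFK enzyme wells and -100% = no-enzyme wells; nearly all actives have a fitted effect of over 60% in size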
Target sequence (O15648 whole entry, looked up): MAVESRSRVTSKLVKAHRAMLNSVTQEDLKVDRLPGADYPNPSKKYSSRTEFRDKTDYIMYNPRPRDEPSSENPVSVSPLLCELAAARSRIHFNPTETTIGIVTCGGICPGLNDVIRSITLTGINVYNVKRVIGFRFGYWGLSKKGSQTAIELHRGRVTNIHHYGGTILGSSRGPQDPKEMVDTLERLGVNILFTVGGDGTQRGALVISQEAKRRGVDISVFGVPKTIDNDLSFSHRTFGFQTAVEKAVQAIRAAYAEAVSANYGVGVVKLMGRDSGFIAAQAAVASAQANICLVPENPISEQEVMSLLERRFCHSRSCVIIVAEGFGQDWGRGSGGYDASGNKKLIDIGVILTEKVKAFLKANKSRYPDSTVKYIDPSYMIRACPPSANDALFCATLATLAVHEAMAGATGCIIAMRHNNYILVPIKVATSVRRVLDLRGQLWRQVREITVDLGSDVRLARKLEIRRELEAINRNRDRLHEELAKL
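1.25 nM PFK with 0.5 mM F6P and 0.1 mM ATP in 0.1 M TEA pH 8.0, 5 mM MgCl2, incubated 45 min at room temperature; ADP measured by ADP-Glo luminescence; compounds titrated up to 57 uM.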
Starred values were filed as active, the others as inactive; u = inconclusive; x = not tested or not shown; [ ] = remark or other dose. Unless noted, the call rests on the fitted dose curve; in most records, active means well fitted curve in the direction sought with a large enough effect; inconclusive means small, poorly fitted or top-dose-only effect, or another doubt; inactive means no such curve, though single readings can be large; an effect the other way counts as inactive or inconclusive.

SMILES	uPA generation	Giardia killer	Coupling enz	NPC1 prom act	KCNH2 3.1 inh	Rab9 promoter act	Gal4-VP16 FLuc	FLuc counter	ELG1 genotox	RORg inh	Tb PFK inh
Cc1nc(/N=C(\N)Nc2ccccc2)nc2ccccc12	x	x	-4.8	u	x	25.0%	4.8%	12µM*	3.4%	-26.5%	-2.3%
CCC1Sc2ccc(S(=O)(=O)CCC(=O)Nc3ccc(C(=O)OC)cc3)cc2NC1=O (stereo unspecified)	5.9%	-25.3	-0.6	-3.9%	0.6	-0.8%	u	-0.5%	-0.3%[9.26 µM]	-25.6%	-5.9%
COCCCn1c(=NC(=O)c2ccncc2)c(C#N)cc2c(=O)n3cccc(C)c3nc21	0.0%	16.6	-12.4	-4.1%	11.4	-4.8%	3.8%	-1.3%	-6.2%	u	8.9%
N#Cc1c(NC(=O)C2CC(Cl)=CCC2C(=O)O)sc2c1CCCCC2 (stereo unspecified)	-4.9%	30.2[activator]	14.3	0.7%	17.4	1.0%	1.9%	-24.5%	0.0%	7.8%	0.3%
CCOc1ccc(S(=O)(=O)NCc2cccnc2)cc1C	0.9%	3.7	-0.4	-7.0%	6.1	-20.6%	-1.9%	2.4%	-9.0%	62.6%	1.3%
CC1CCCN(CCC(=O)Nc2ccccc2)C1 (stereo unspecified)	x	10.9	2.5	-2.4%	-4.8	-5.3%	3.7%	-0.2%	-0.1%	0.7%	-1.6%
COC(=O)C1=CN(C(C)C)C=C(C(=O)OC)C1c1cccc(OC)c1	3.7%	-11.8	-0.2	7.8%	0.8	7.5%	6.3%	0.6%	2.1%	21.2%	6.0%
Cn1c(SCC(=O)Nc2ccc(Br)cn2)nnc1C1CC1	10.3%	4.4	0.6	-6.7%	14.4	5.3%	x	2.3%	8.1%	x	-7.6%
Cc1ccc(NC(=O)CCNS(=O)(=O)c2ccccc2F)cc1S(=O)(=O)N1CCOCC1	7.7%	-6.2	x	-3.9%	-4.6	-2.2%	x	1.1%	-1.2%	x	-3.4%
CC(C)Oc1ccc(S(=O)(=O)N2CCOCC2)cc1NC(=O)Cc1c(F)cccc1Cl	-4.3%	9.5	x	-2.1%	11.0	-0.8%	x	-0.9%	4.8%	x	0.1%
O=C(CSc1n[nH]c(-c2ccccn2)n1)Nc1ccc(F)cc1	-9.7%	-4.1	-9.7	-22.3%	10.5	-21.4%	u	0.2%	-15.0%	7.94µM*	-3.7%
CSC1=NCCN1C(=O)C12CC3CC(CC(C3)C1)C2	-4.6%	-5.5	-0.3	-4.2%	-34.2	-3.1%	-17.2%	-2.9%	-7.5%	2.5%	2.5%
CC1CCN(S(=O)(=O)c2ccc(NC(=O)C3CSC4(C)CCC(=O)N34)cc2)CC1 (stereo unspecified)	-0.2%	15.9	x	-1.3%	-3.3	1.6%	x	-1.8%	-0.9%	x	-8.9%
Cc1ccc(NC(=O)Cc2ccc(Cl)c(Cl)c2)cc1S(=O)(=O)N(C)C	-7.1%	-6.0	-0.8	-1.0%	-11.5	-3.4%	-8.8%	-9.4%	-0.9%	u	u
CCN(c1ccccc1)S(=O)(=O)c1cc2c3c(c1)C(C)C(=O)N3CCC2 (stereo unspecified)	-1.6%	12.7	-0.2	-4.3%	21.7	-0.9%	3.9%	0.5%	-6.1%	4.0%	1.6%
N#C/C(=C/c1ccc(N2CCOCC2)o1)C(=O)NC1CCCCC1	u	6.6	-3.9	3.4%	-5.9	23.7%	u	12µM*	3.3%	38.6%	-6.7%
O=C(O)CCCn1c(O)c(C=C2N=c3ccccc3=N2)sc1=S	u	-18.3	3.0	-9.8%	-1.5	-5.1%	u	6.01µM*	10.7%	-30.0%	-13.2%
S=C(NCCN1CCOCC1)NC1CCCCC1	-1.3%	1.2	0.2	-6.1%	6.6	-1.4%	0.4%	-1.5%	1.5%	u	-7.7%
CC1=C(C)CC(C(=O)NNC(=O)c2csc(C)c2C)C(C(=O)O)C1 (stereo unspecified)	7.2%	-9.8	-0.2	-0.9%	-1.2	1.5%	18.4%	1.8%	3.4%	-13.5%	-0.6%
Cc1nn(C)cc1/C=C1\SC(=S)NC1=O	-3.5%	-17.7	-0.4	-1.0%	-1.4	-0.7%	2.6%	u	-0.2%	16.7%	0.4%
O=C(NCc1cccc(Cl)c1)C1CCN(S(=O)(=O)c2ccc(F)cc2)CC1	0.0%	-27.1	x	0.4%	-22.6	-4.7%	-12.6%	1.3%	-3.0%	12.9%	-14.3%
COc1ccc(OCCC(=O)OCC(=O)NCCc2ccccc2)cc1	6.2%	-8.8	0.1	-3.0%	5.8	-4.6%	5.4%	-6.7%	1.0%	-0.4%	2.1%
CCn1nc(C)c(CNC(=O)CC2C(=O)NCCN2Cc2ccc(C)o2)c1C (stereo unspecified)	3.3%	6.8	3.8	0.2%	-3.3	-2.7%	-3.9%	-1.9%	-2.4%	-22.1%	0.6%
CC1(C)CC(NC(=S)NC2CC2)CC(C)(C)N1	x	-8.8	-0.2	0.6%	-18.1	15.5%	-19.5%	-0.5%	2.4%	-3.2%	4.1%
COc1ccc(CN(C)C(=S)Nc2ccc(Cl)cc2)cc1	u	-9.5	-5.2	-4.7%	5.5	-4.2%	u	-6.1%	-3.3%	10µM*	-4.0%
COc1cc(COCC(O)CN2CCN(CCN3C(=O)c4cccc5cccc(c45)C3=O)CC2)cc(OC)c1OC (stereo unspecified)	-5.8%	8.9	-0.6	2.8%	-6.8	-9.9%	-2.9%	-1.6%	1.0%	-35.4%	11.0%
O=C(NNC(=O)c1cc(-c2ccco2)nc2ccccc12)c1ccccc1	1.0%	5.6	0.1	-1.6%	7.9	2.9%	3.7%	19µM*	-5.1%	15.9%	-1.5%
COc1ccc(CCNC(=O)COC(=O)Cn2cnc3ccccc3c2=O)cc1	1.3%	8.1	-0.7	-2.6%	1.5	6.2%	-2.3%	2.6%	2.4%	10.0%	1.7%
CC(C)Oc1ccc(C(=O)OCC(=O)NC2CCCCCC2)cc1	-2.9%	6.0	x	-4.8%	-3.4	2.3%	x	-1.2%	-0.9%	x	-1.1%
O=C(COC(=O)Cc1ccc(Cl)cc1)NCc1ccc2c(c1)OCO2	-16.6%	14.2	x	0.1%	0.5	1.2%	x	4.9%	3.5%	x	-3.9%
Cc1cc(C)c(-n2c(SCC(=O)N3CCOCC3)n[nH]c2=O)c(C)c1	2.8%	11.1	-3.3	5.3%	-9.4	6.2%	-3.5%	-0.5%	-3.1%	-5.9%	-5.6%
CCOC(=O)CCc1c(C)nc2cc(-c3ccc(F)cc3)[nH]n2c1=O	-4.3%	-4.2	0.4	-3.4%	0.0	18.3%	3.2%	-2.3%	u	32.3%	-0.8%
Cc1cc(NC(=O)COC(=O)CCNS(=O)(=O)c2c(Cl)cccc2Cl)no1	2.6%	9.2	-3.9	1.1%	-2.4	-6.9%	7.8%	0.0%	-0.1%	15.3%	-18.6%
CCCn1nnnc1SCC(=O)N(C(C)C)C(C)C	-0.1%	23.3	-13.5	-2.5%	-11.5	1.4%	2.7%	-1.5%	-0.4%	-21.1%	-0.6%
CCOc1ccc([N+](=O)[O-])cc1CNC1CCCCCCC1	-25.1%	-5.2	-0.4	0.8%	-3.4	-3.2%	x	1.1%	-7.4%	x	1.5%
O=C(c1ccc2c(c1)OCO2)N1CCN(c2ccc(Cl)cc2)CC1	-2.4%	11.2	0.5	0.9%	-14.5	-4.6%	-15.7%	-5.8%	-5.2%	3.2%	1.0%
O=C(NCc1ccccc1)c1ccc(CS(=O)Cc2ccc(Cl)cc2)o1 (stereo unspecified)	-3.3%	-5.8	0.7	-0.5%	14.4	-0.8%	0.0%	-2.9%	0.8%	-6.0%	-14.4%
CCOC(=O)C1CCN(C(=O)COC(=O)c2cc(-c3cccs3)nn2-c2ccccc2)CC1	-0.2%	32.1[activator]	x	-4.5%	16.9	-2.2%	x	4.7%	0.2%	x	-0.1%

Quoted from the entries so far (2 entries):
SMILES	uPA generation	Giardia killer	Coupling enz	NPC1 prom act	KCNH2 3.1 inh	Rab9 promoter act	Gal4-VP16 FLuc	FLuc counter	ELG1 genotox	RORg inh	Tb PFK inh
O=C(NCc1ccccc1)c1ccc(CS(=O)Cc2ccc(Cl)cc2)o1 (stereo unspecified)	-3.3%	-5.8	0.7	-0.5%	14.4	-0.8%	0.0%	-2.9%	0.8%	-6.0%	-14.4%
CCOC(=O)C1CCN(C(=O)COC(=O)c2cc(-c3cccs3)nn2-c2ccccc2)CC1	-0.2%	32.1[activator]	x	-4.5%	16.9	-2.2%	x	4.7%	0.2%	x	-0.1%

An unsorted share of the library; about 14% have a hit in one of these screens.
